# pPAFAH inh: pPAFAH enzyme inhibitors, primary screen, biochemical, fluorescence polarization, human; 1.5% of 330,000 active; AID 463082, 2010; recombinant pPAFAH, FP-rhodamine probe fluorescence polarization; inhibition, % at 3.39 µM; Platelet-activating factor acetylhydrolase (Homo sapiens), Q13093;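 active means inhibition above the mean inhibition across the screen plus 3 SD, cut at about 25% in these data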;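 further: inhibitors block binding of the rhodamine activity-based probe so polarization drops; 0% = enzyme with DMSO and 100% = wells lacking pPAFAH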
# Target sequence (Q13093 whole entry, looked up): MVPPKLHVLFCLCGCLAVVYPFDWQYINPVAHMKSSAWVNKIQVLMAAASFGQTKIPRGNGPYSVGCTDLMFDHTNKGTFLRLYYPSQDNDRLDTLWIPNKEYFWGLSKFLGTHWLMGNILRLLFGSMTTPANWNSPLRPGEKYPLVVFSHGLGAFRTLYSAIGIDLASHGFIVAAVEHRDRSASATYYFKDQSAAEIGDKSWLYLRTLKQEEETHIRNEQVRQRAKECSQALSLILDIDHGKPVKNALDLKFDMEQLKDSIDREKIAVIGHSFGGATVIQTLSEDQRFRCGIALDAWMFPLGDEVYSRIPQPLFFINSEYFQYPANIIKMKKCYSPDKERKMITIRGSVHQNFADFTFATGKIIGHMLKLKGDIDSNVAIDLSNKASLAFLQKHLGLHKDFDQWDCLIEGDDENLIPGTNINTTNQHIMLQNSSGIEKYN
# PAFAH2 FP inh: PAFAH2 enzyme inhibitors, primary screen, biochemical, fluorescence polarization, human | Platelet-activating factor acetylhydrolase 2, cytoplasmic (Homo sapiens), Q99487 | recombinant PAFAH2, FP-rhodamine activity probe | inhibition, % at 3.39 µM | 0.99% of 340,000 active | AID 492956, 2010;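 active means inhibition above the mean over all tested compounds plus 3 SD, cut at about 30% in these data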;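 further: inhibitors block probe labeling of enzyme so polarization drops; 0% = enzyme with DMSO and 100% = wells lacking PAFAH2 protein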
# Fam108B counter: mouse Fam108B serine hydrolase inhibitors, primary screen, counter-screen for RBBP9 inhibitor project, biochemical, fluorescence polarization. recombinant Fam108B, FP-Rh probe fluorescence polarization. inhibition, % at 9.51 µM. 0.33% of 300,000 active. AID 1947, 2009;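 active means inhibition above the screen mean inhibition plus 3 SD, computed separately per campaign, cut at about 18% in these data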;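 further: inhibitors lower polarization as less probe binds the enzyme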
# LYPLA1 counter: LYPLA1 inhibitors, primary screen, counter-screen for PME1 inhibitor project, biochemical, fluorescence polarization, FP-Rh probe ABPP. Acyl-protein thioesterase 1 (Homo sapiens), O75608. recombinant LYPLA1. inhibition, % at 5.9 µM. 0.16% of 320,000 active;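 active means inhibition above the mean of all tested compounds plus 3 SD, set per campaign, cut at about 14% in these data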;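 further: inhibitors block serine hydrolase probe labeling of LYPLA1 so polarization falls; 0% = enzyme with DMSO and 100% = wells lacking LYPLA1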
# GSTO1 inh: inhibitors of recombinant GSTO1, primary screen, counter-screen for RBBP9 inhibitor project, biochemical, fluorescence polarization. Glutathione S-transferase omega-1 (Homo sapiens), P78417. activity-based probe fluorescence polarization. inhibition, % at 5.96 µM. 1.1% of 300,000 active. AID 1974, 2009;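 active means inhibition above the campaign mean inhibition plus 3 SD, cut at about 35% in these data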;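 further: 0% = GSTO1-1 with DMSO and 100% = wells lacking GSTO1-1 enzyme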
# PAFAH1B3 FP inh: PAFAH1B3 enzyme inhibitors, primary screen, biochemical, fluorescence polarization, human | recombinant PAFAH1B3, FP-rhodamine probe | inhibition, % at 3.39 µM | 0.28% of 340,000 active | Platelet-activating factor acetylhydrolase IB subunit alpha1 (Homo sapiens), Q15102;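 active means inhibition above the screen-wide average of all tested compounds plus 3 SD, cut at about 25% in these data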;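 further: 0% = enzyme with DMSO only and 100% = wells lacking PAFAH1B3 protein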
# PAD4 FP inh: human PAD4 inhibitors, primary screen, biochemical, fluorescence polarization, 1536-well format | recombinant PAD4, RCA probe fluorescence polarization | inhibition, % at 6.36 µM | Protein-arginine deiminase type-4 (Homo sapiens), Q9UM07 | 0.41% of 330,000 active;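 active means percent inhibition above a cutoff equal to the mean of all tested compounds plus 3 SD, cut at about 15% in these data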;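 further: 0% = PAD4 with RCA probe and DMSO and 100% = probe without PAD4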
# PME-1 inh: PME-1 inhibitors via competitive probe labeling, primary screen, biochemical, fluorescence polarization, FP-Rh probe, HTS; Protein phosphatase methylesterase 1 (Homo sapiens), Q9Y570; recombinant PME-1; inhibition, % at 5.9 µM; 0.53% of 320,000 active; AID 2130, 2009;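 active means inhibition above the campaign mean of all compounds plus 3 SD, cut at about 26% in these data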;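 further: competitive labeling of PME-1 active site by serine hydrolase directed probe; 0% = PME-1 with DMSO and 100% = wells lacking PME-1 enzyme; inhibitors block probe labeling so polarization falls and inhibition rises; many of its hits are not listed in these tables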
# Target sequence (Q9Y570 whole entry, looked up): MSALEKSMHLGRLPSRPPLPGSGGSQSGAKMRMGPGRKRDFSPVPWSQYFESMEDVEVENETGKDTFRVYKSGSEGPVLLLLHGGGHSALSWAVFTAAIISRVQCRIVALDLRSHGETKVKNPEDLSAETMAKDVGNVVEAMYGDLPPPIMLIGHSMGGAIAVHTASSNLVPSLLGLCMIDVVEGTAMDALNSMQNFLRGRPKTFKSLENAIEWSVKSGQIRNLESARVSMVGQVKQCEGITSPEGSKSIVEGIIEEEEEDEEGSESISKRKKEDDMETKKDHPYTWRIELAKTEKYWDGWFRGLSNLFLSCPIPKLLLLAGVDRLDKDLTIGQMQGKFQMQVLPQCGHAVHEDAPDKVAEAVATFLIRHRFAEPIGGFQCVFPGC
# PAFAH1B2 FP inh: PAFAH1B2 enzyme inhibitors, primary screen, biochemical, fluorescence polarization, human. Platelet-activating factor acetylhydrolase IB subunit alpha2 (Homo sapiens), P68402. recombinant PAFAH1B2, FP-rhodamine activity probe. inhibition, % at 3.39 µM. 1.2% of 340,000 active. AID 492953, 2010;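 active means inhibition above the mean of all tested compounds plus 3 SD, cut at about 24% in these data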;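 further: 0% = enzyme with DMSO and 100% = wells lacking PAFAH1B2; many of its hits are not listed in these tables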
# Target sequence (P68402 whole entry, looked up): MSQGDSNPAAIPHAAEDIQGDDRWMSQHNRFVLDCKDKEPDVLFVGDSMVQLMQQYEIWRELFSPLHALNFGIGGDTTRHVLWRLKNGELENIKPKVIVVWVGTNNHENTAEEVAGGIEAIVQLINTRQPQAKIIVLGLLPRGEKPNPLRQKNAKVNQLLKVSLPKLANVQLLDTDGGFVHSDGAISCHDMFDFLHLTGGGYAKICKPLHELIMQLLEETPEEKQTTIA
# * = called active by the depositor; nt = no result given. This is a subset; the hit share may differ from the screen's.
SMILES,pPAFAH inh,PAFAH2 FP inh,Fam108B counter,LYPLA1 counter,GSTO1 inh,PAFAH1B3 FP inh,PAD4 FP inh,PME-1 inh,PAFAH1B2 FP inh
O=C1Nc2ccc(S(=O)(=O)NCC3CCCO3)c3cccc1c23 (centres undefined),0,-3,6,2,-37,0,1,-1,-1
CCOC(=O)c1c(Cl)c(C)nn1-c1nc(OC)cc(OC)n1,9,6,-3,1,7,5,1,-7,6
C[C@@H]1CCC2[C@](C)(CO)[C@@H](O)CC[C@]2(C)[C@@]12CC[C@@](CO)(CC(=O)O)O2 (some centres undefined),5,-2,-8,1,6,12,0,-3,6
CC[C@H](C)/C=C/C1=CC2=C(Cl)C(=O)[C@@]3(C)OC(=O)C(C(=O)[C@H](C)[C@@H](C)O)=C3C2=CO1,15,5,5,-1,47*,15,8,-4,4
CCOc1ccc(-n2c(-c3ccc(Cl)cc3)c[n+]3c2SCC3)cc1,1,2,-8,0,0,8,-3,2,7
O=C(Nc1ccc(S(=O)(=O)NCc2ccccc2)cc1)C1CCCCC1,6,-2,-1,1,-4,1,-2,-7,8
O=C(/C=C/c1ccc2ccccc2n1)N1CCN(S(=O)(=O)c2ccc(F)cc2)CC1,8,5,-7,-5,-8,4,-4,-7,4
COc1ccc(CNC(=O)C(c2ccncc2)N(C(=O)Cc2cccs2)c2ccc(C)cc2)cc1 (centres undefined),-3,2,5,1,7,2,-2,-5,3
COC(=O)Cn1c(=NC(=O)c2nc3ccccc3s2)sc2cc(S(C)(=O)=O)ccc21,0,nt,6,-4,2,nt,2,4,nt
COc1ccc(OC)c(/C=N\Nc2nccs2)c1,9,11,3,1,7,9,0,5,11
COc1ccc(NC(=O)Cn2nnc(C(=O)NCc3ccco3)c2N)c(OC)c1,2,8,-2,0,-4,1,-6,-1,10
CCOc1ccc(S(=O)(=O)N/N=C(\C)c2ccc(Cl)c(Cl)c2Cl)cc1,14,4,-5,1,1,6,-2,-3,7
O=C(NCC1c2ccccc2CCN1C(=O)CN1C(=O)c2ccccc2C1=O)C1CCCCC1 (centres undefined),5,4,-1,1,1,1,-2,-2,4
O=C(CSc1ccc(-c2cccs2)nn1)c1cccs1,9,12,-3,-3,0,3,-2,-4,1
CCOC(=O)c1sc2ncnc(Nc3cccc(C(=O)O)c3)c2c1C,3,3,4,5,-8,10,-3,4,6
COc1nc(N)c(S(=O)(=O)c2ccccc2C)cc1C#N,5,-4,-1,0,-9,1,2,7,4
COc1ccccc1N1CCN(CCCCCCOc2ccc(F)cc2)CC1,0,-1,0,-6,4,6,2,-1,-2
NC(=O)CN1C(=O)NC2(CCCc3ccccc32)C1=O (centres undefined),0,4,2,0,3,10,-3,-1,-3
O=C(c1ccco1)N1CCN(C(=O)C2CCCN(S(=O)(=O)Cc3ccccc3)C2)CC1 (centres undefined),3,2,-2,-4,-3,-3,4,2,2
COc1ccc2c(c1)C(=O)CC(c1ccc(OC)c(OC)c1)O2 (centres undefined),5,1,2,3,4,8,3,0,1

# At a glance, part of the list above:
SMILES,pPAFAH inh,PAFAH2 FP inh,Fam108B counter,LYPLA1 counter,GSTO1 inh,PAFAH1B3 FP inh,PAD4 FP inh,PME-1 inh,PAFAH1B2 FP inh
O=C1Nc2ccc(S(=O)(=O)NCC3CCCO3)c3cccc1c23 (centres undefined),0,-3,6,2,-37,0,1,-1,-1
CCOC(=O)c1c(Cl)c(C)nn1-c1nc(OC)cc(OC)n1,9,6,-3,1,7,5,1,-7,6
C[C@@H]1CCC2[C@](C)(CO)[C@@H](O)CC[C@]2(C)[C@@]12CC[C@@](CO)(CC(=O)O)O2 (some centres undefined),5,-2,-8,1,6,12,0,-3,6
CC[C@H](C)/C=C/C1=CC2=C(Cl)C(=O)[C@@]3(C)OC(=O)C(C(=O)[C@H](C)[C@@H](C)O)=C3C2=CO1,15,5,5,-1,47*,15,8,-4,4
CCOc1ccc(-n2c(-c3ccc(Cl)cc3)c[n+]3c2SCC3)cc1,1,2,-8,0,0,8,-3,2,7
O=C(Nc1ccc(S(=O)(=O)NCc2ccccc2)cc1)C1CCCCC1,6,-2,-1,1,-4,1,-2,-7,8
O=C(/C=C/c1ccc2ccccc2n1)N1CCN(S(=O)(=O)c2ccc(F)cc2)CC1,8,5,-7,-5,-8,4,-4,-7,4
COc1ccc(CNC(=O)C(c2ccncc2)N(C(=O)Cc2cccs2)c2ccc(C)cc2)cc1 (centres undefined),-3,2,5,1,7,2,-2,-5,3
COC(=O)Cn1c(=NC(=O)c2nc3ccccc3s2)sc2cc(S(C)(=O)=O)ccc21,0,nt,6,-4,2,nt,2,4,nt
COc1ccc(OC)c(/C=N\Nc2nccs2)c1,9,11,3,1,7,9,0,5,11
COc1ccc(NC(=O)Cn2nnc(C(=O)NCc3ccco3)c2N)c(OC)c1,2,8,-2,0,-4,1,-6,-1,10
CCOc1ccc(S(=O)(=O)N/N=C(\C)c2ccc(Cl)c(Cl)c2Cl)cc1,14,4,-5,1,1,6,-2,-3,7
O=C(NCC1c2ccccc2CCN1C(=O)CN1C(=O)c2ccccc2C1=O)C1CCCCC1 (centres undefined),5,4,-1,1,1,1,-2,-2,4
O=C(CSc1ccc(-c2cccs2)nn1)c1cccs1,9,12,-3,-3,0,3,-2,-4,1
CCOC(=O)c1sc2ncnc(Nc3cccc(C(=O)O)c3)c2c1C,3,3,4,5,-8,10,-3,4,6

# Additional compounds
SMILES,pPAFAH inh,PAFAH2 FP inh,Fam108B counter,LYPLA1 counter,GSTO1 inh,PAFAH1B3 FP inh,PAD4 FP inh,PME-1 inh,PAFAH1B2 FP inh
COc1ccc(NC(=S)NCc2ccc(F)cc2)cc1,3,-1,2,-1,5,3,-3,6,10
CCC(C)[C@H](NC(=O)N1CCCC1)C(=O)OC (some centres undefined),-1,-4,3,-1,1,0,0,-3,3
O=C(Nc1cc([N+](=O)[O-])ccc1C(=O)NCCN1CCOCC1)c1ccccc1,-3,2,5,0,3,4,-4,1,-1
CCCn1nc(NC(=O)CC)c2cc3cccc(C)c3nc21,8,17,-10,1,-7,7,-2,-6,1
CCC(=O)c1ccc(OCC(O)CN2CCN(S(=O)(=O)c3ccc(NC(C)=O)cc3)CC2)cc1 (centres undefined),9,2,1,3,3,-1,-3,-1,2
Cc1cccc(-n2cc(CN3CCN(c4ccccn4)CC3)c(-c3cccc(F)c3)n2)c1,3,-5,-3,0,3,0,2,-3,0
CC1(C)CC(=O)C(C=NCCc2ccc(O)cc2)=C(O)C1,7,-6,-1,5,2,-5,0,-7,14
CN(C)c1ccc(/C=N\NC(=O)c2ccc(Cn3cc(Cl)cn3)cc2)cc1,11,8,5,7,-2,4,1,6,5
Cc1ccc(-c2nnc(-c3ccccc3)o2)cc1Br,1,6,-2,-2,3,5,-2,-2,-3
Cc1ccc(CN2CCNC(=O)C2CC(=O)NC2CCCCCC2)o1 (centres undefined),2,-6,-2,-4,6,-1,0,0,-1
COc1ccc(NC(C)=O)cc1S(=O)(=O)NC(Cc1ccccc1)C(=O)NCc1ccccc1C (centres undefined),1,-2,2,-1,-2,2,-1,-1,-1
COc1ccc(/C=N/NC(=O)c2ccc(CN3C(=O)c4cccc5cccc3c45)cc2)cc1O,5,-34,9,-25,6,25,-2,-2,27*
CCOc1cc(C)c(S(=O)(=O)NCCCn2ccnc2)cc1C,0,1,-2,-1,11,5,-2,-5,-4
CCn1c(SC(=O)NC2CCCCC2)nnc1-c1cccs1,4,0,-5,-2,7,3,2,2,-5
CCOc1ccc(NC(=S)N2CCC(C(N)=O)CC2)cc1,6,0,-6,-1,-3,-4,-2,4,3
COCc1ccc(CN2CCCC(CO)(Cc3cccc(Cl)c3)C2)o1 (centres undefined),2,-4,-1,1,1,-3,-3,0,0
COc1ccccc1CNCC(O)(c1ccc(F)cc1)c1ccc(F)cc1,3,0,-1,2,5,2,-2,0,2
CC(C)NC(=O)NC(=O)COC(=O)/C=C/c1ccc2c(c1)OCO2,-4,7,1,0,2,5,-1,-6,2
CC1=Nc2cc(C(=O)NCCCN3CCN(C)CC3)ccc2Sc2ccc(C)cc21,5,1,-1,-5,-5,10,0,-3,5
COc1ccc(CCNC(=O)c2nnn(CC(=O)Nc3ccccc3)c2N)cc1OC,3,-1,-2,-1,-4,0,0,-3,0
CCCN1C(=O)/C(=C/c2ccc(N3CCOCC3)cc2)NC1=S,3,4,-2,3,6,-6,-6,11,10
Cc1ccc(C(=O)Nc2ncc(Cc3ccccc3)s2)o1,0,5,-2,-3,-3,7,2,2,24
Cc1ccc(NC(=O)CCc2nc3ccccc3c(=O)[nH]2)cc1S(=O)(=O)N1CCOCC1,0,5,4,-2,15,2,-1,5,1
COc1ccc(Cl)cc1C(=O)NNC(=O)COC(=O)c1ccc(Br)o1,5,-7,nt,nt,nt,10,6,nt,9
O=C(CSc1nc(-c2ccco2)cc(C(F)(F)F)n1)NCC1CCCO1 (centres undefined),0,3,-4,-2,-1,8,0,0,5
Cc1nc2cc(NC(=O)Nc3ccccc3Cl)ccc2n1C,1,2,-1,4,8,4,-1,-7,0
O=[N+]([O-])c1ccc(N(CC(O)CN2CCCCC2)S(=O)(=O)c2ccccc2)cc1 (centres undefined),1,3,1,1,3,-6,4,2,5
O=C(NCCO)c1cc2ccccc2cc1O,3,-3,-1,-1,6,-4,-4,-1,1
CC(C)=C(NC(=O)c1ccccc1Br)C(=O)NCCc1nc2ccccc2[nH]1,-6,-8,5,3,3,-5,3,-5,4
COc1ccc(OCCSc2nc(-c3ccccc3)cc(=O)[nH]2)cc1,4,3,0,-1,1,7,-7,0,6
Cn1c(=O)c2c(ncn2CC(N)=O)n(C)c1=O,0,-3,3,4,3,4,0,3,1
CCCN(CCC)CC(=O)N1CC(=O)Nc2ccccc21,-4,-3,0,-3,-1,4,-4,0,9
C[N+](C)(C)CC(O)CC(=O)O (centres undefined),0,14,-1,-1,2,6,-2,2,4
COc1cc(/C=N/NC(=O)c2sc(N)c(C#N)c2C)ccc1O,15,7,4,-3,-8,-2,0,13,1
CCOc1c(OC)ccc2c3c(c(=O)oc12)CCCC3,3,15,0,0,1,4,-1,1,0
O=C(c1ccc(Cl)nc1)N1CCN(C/C=C/c2ccccc2)CC1,2,-6,0,3,3,3,-7,-2,2
CSc1ccccc1OCc1cc(C(=O)N2CCc3sccc3C2)no1,7,0,-8,-3,-4,0,-3,-13,6
